RBX1-CUL1 inh: inhibitors of human ROC1-CUL1 ubiquitin ligase activity; inhibition, % at 10 µM; AID 1347404, 2020; hit rate 0.6% among 140,000; in vitro K48 di-Ub FRET, acceptor:donor ratio, 45 min; in the data active means inhibition above about 25%
Target sequence (P62877 whole entry, looked up): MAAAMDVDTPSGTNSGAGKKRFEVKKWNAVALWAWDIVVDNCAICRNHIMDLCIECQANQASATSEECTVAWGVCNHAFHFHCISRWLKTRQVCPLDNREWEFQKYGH
Target sequence (Q13616 whole entry, looked up): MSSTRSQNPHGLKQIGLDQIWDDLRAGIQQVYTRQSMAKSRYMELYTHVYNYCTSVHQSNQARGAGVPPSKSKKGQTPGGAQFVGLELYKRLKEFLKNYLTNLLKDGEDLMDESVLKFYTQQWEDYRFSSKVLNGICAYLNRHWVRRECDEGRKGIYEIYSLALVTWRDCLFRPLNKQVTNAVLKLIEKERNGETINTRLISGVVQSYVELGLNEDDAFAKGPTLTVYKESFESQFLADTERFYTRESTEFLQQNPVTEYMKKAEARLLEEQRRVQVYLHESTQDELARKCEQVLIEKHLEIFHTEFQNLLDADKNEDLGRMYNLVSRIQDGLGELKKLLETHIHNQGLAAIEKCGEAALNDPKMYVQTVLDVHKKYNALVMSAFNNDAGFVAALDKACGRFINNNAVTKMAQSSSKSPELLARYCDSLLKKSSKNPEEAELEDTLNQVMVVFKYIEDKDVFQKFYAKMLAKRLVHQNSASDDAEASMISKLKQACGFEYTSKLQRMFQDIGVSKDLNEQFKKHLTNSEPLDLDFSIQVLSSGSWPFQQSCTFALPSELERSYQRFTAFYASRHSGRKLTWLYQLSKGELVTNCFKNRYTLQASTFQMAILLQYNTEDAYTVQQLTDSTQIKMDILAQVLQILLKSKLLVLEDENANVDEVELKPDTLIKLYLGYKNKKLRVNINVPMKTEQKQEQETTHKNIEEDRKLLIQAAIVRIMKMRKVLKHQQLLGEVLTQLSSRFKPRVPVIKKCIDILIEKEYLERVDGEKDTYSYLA
* = called active by the depositor. This is a subset; count on the stated rates, not on these rows.

cpd	RBX1-CUL1 inh	structure
1	-6	O=C1C2C(/C=C/c3ccccc3)=NN(c3ccccc3)C2C(=O)N1c1ccc(Cl)cc1 (stereo not given)
2	1	Nn1c(COc2ccccc2)nnc1COc1ccccc1
3	10	CC(=O)c1nn(-c2ccc(Br)cc2)c(C)c1C(C)=O
4	-6	O=C(c1cccc([N+](=O)[O-])c1)N1c2ncnn2C2(CCCCC2)[C@@H]2CCCC[C@@H]21
5	-4	CC(C)C(=O)NC1CCS(=O)(=O)C1 (stereo not given)
6	1	Cn1cc(S(=O)(=O)c2ccccc2)c(=O)c2cc(F)c(N3CCOCC3)cc21
7	-2	COC(=O)c1c(-c2ccc(C)cc2)csc1NC(=O)c1cccs1
8	-1	O=C1CC=NC(Sc2ncccc2[N+](=O)[O-])=N1
9	-4	Cc1ccc(-c2cc(-c3ccccc3)c3c(N)c(C(=O)Nc4cccc(C(F)(F)F)c4)sc3n2)cc1
10	1	C=C(C)COc1ccccc1C(=O)Nc1ccc(F)cc1
11	-3	CC1=NC(=O)NC(c2cn(C)nc2C)C1C(=O)Nc1ccccc1 (stereo not given)
12	5	COc1cc(CNC(C)C)ccc1OCC(N)=O
13	-10	CCCCOc1ccc(S(=O)(=O)n2nc(C)cc2C)c2ccccc12
14	-5	CCOC(=O)NC(=S)Nc1ccc(C)cc1
15	5	COc1cc(CNc2ccc(N3CCCCC3)cc2)ccc1OCc1ccccc1F
16	3	COc1ccc(-c2noc(CN(CC3CCC(=O)N3)C(C)C)n2)cc1 (stereo not given)
17	-2	CCCCn1c(=N)c(S(=O)(=O)c2ccccc2)cc2c(=O)n3cccc(C)c3nc21
18	0	Cc1nc2c(sc3nc4c(cc32)COC(C)(C)C4)c(=O)n1CCc1ccccc1
19	-4	Cc1cn2c(=O)cc(COC(=O)c3cccc(NC(=O)c4ccccc4Cl)c3)nc2s1
20	-2	COc1ccc(OC)c(NC(=O)CSc2ncc3c(n2)-c2ccccc2N(C)S3(=O)=O)c1
21	1	O=C(Cc1ccncc1)c1ccccc1
22	-5	CC1CCCCN1Cn1c(=S)oc2ccccc21 (stereo not given)
23	9	CCOc1cccc(NC(=O)C2CC(=O)N(C)C(=Nc3cccc(OC)c3)S2)c1 (stereo not given)
24	0	CCn1c(SCc2cccc(F)c2)nnc1C(C)C
25	6	CCn1c(CN2c3ccccc3Sc3ccccc32)nnc1SCC(C)=O
26	-1	CSc1sc(C(=O)O)c(C)c1C(C)=O
27	-1	COc1ccc2c(c1)c1c(c(=O)n(-c3ccc(C)cc3)c(=O)n1CC(=O)Nc1cc(C)ccc1C)n2C
28	-5	CCCN(CCC)CCCNC(=O)c1cn(CC)c2ccc(S(=O)(=O)N3CCc4ccccc4C3)cc2c1=O
29	7	CCOc1ccc(-c2[nH]nc3c2C(c2sccc2C)C(C#N)C(=N)O3)cc1 (stereo not given)
30	-1	O=C(c1ccccc1)c1ccc(OC(=O)c2cc(Cl)nc3ccccc23)cc1

Reprinted from the part before: 4 entries, followed by the next part.
cpd	RBX1-CUL1 inh	structure
27	-1	COc1ccc2c(c1)c1c(c(=O)n(-c3ccc(C)cc3)c(=O)n1CC(=O)Nc1cc(C)ccc1C)n2C
28	-5	CCCN(CCC)CCCNC(=O)c1cn(CC)c2ccc(S(=O)(=O)N3CCc4ccccc4C3)cc2c1=O
29	7	CCOc1ccc(-c2[nH]nc3c2C(c2sccc2C)C(C#N)C(=N)O3)cc1 (stereo not given)
30	-1	O=C(c1ccccc1)c1ccc(OC(=O)c2cc(Cl)nc3ccccc23)cc1
31	4	CCN(CC)C1CCN(C(=O)c2ccc3nc(Cc4cccc(Cl)c4)oc3c2)C1 (stereo not given)
32	-4	O=C(OC(C(=O)c1ccccc1)c1ccccc1)c1ccc(F)cc1 (stereo not given)
33	18	COC(=O)c1csc(Br)c1-c1c(C(=O)OC)csc1Br
34	-8	O=c1nc2n(c3c(Br)cc(Br)cc13)CCS2
35	2	Cn1nnnc1SCCNCc1cc(Br)ccc1OCc1ccccc1Cl
36	3	CN1CCCCC1(C)C#CC(O)(c1ccccc1)c1ccccc1 (stereo not given)
37	10	CN1C(=O)C(=Cc2ccc(F)c(Br)c2)C(=O)N(C)C1=O
38	-2	COc1ccc(CCNC(=O)Cn2nc(C)n3c(cc4occc43)c2=O)cc1OC
39	-1	COc1ccccc1NC(=O)Cn1nnc(C(=O)Nc2ccccc2Br)c1N
40	10	Cc1ccc(C)c(N2CCN(C(=O)CS(=O)(=O)c3cccc4nsnc34)CC2)c1
41	9	N#CC1C(=N)Oc2n[nH]c(-c3ccc(F)cc3)c2C1c1ccc(N2CCOCC2)cc1 (stereo not given)
42	-4	COc1cccc(-c2nn3c(-c4cccc(C(F)(F)F)c4)nnc3s2)c1
43	-1	O=C(OCc1cc(=O)n2nc(C3CC3)sc2n1)c1ccc(NC(=O)c2ccccc2F)cc1
44	13	CC1(C)CC(c2ccccc2)=NN(c2ccccc2)C1=O
45	6	CNCC/C=C1/c2ccccc2CSc2ccccc21
46	-4	CCCCCOC(=O)CSc1nc2sc3c(c2c(=O)n1-c1ccccc1)CC(C)(CC)OC3 (stereo not given)
47	1	O=C(NCCc1cc(=O)[nH]cn1)c1n[nH]c2c1CCCC2
48	2	COc1cccc(-c2cc(=O)n3c(nc4ccccc43)[nH]2)c1
49	-8	CCCCc1[nH]nc2c1C1(C(=O)Nc3ccccc31)C(C#N)C(=N)O2 (stereo not given)
50	4	O=C(O)c1ccc(CNC(=O)c2ccc3c(c2)C(=O)N(Cc2ccccc2)C3=O)cc1
51	-2	CC(C)NC(=O)C1CCCN(c2ncnc3c2nc2n3CCCCC2)C1 (stereo not given)
52	1	COc1ccc(C(=O)CC(c2cccs2)S(=O)(=O)c2ccc(C)cc2)cc1 (stereo not given)
53	3	Cc1ccc(F)cc1N1C(=O)c2nc(C)c(C)nc2C1=O
54	9	Cc1c(CC(=O)NCc2ccccc2Cl)c(=O)oc2cc(O)ccc12
55	-1	COc1ccc(CCn2c(=O)c3cccnc3n(CC(=O)Nc3c(C)cc(C)cc3C)c2=O)cc1OC
56	2	CC(=O)N1CCC[C@H]1C(=O)N1CCc2onc(-c3cccc(F)c3)c2C1
57	10	Cc1ccc(-c2c(C)sc(NC(=O)c3ccnn3C)c2C(N)=O)cc1C
58	6	O=C(O)CCC12CC3CC(CC(O)(C3)C1)C2
59	-10	CCS(=O)(=O)N1CCc2[nH]nc(CC3CCCCC3)c2C1
60	2	Cc1ccc(NC(=O)c2ccc(NS(C)(=O)=O)cc2)c(C)c1
61	-2	C=CCS(=O)(=O)N1CCC(CCC(=O)NC2CC2)CC1
62	1	CCCN1CCN(CCCNC(=O)c2ccc3nc(Cc4ccccc4)oc3c2)CC1
63	1	Cc1oc(-c2ccccc2NS(=O)(=O)Cc2ccccc2)nc1CNC(=O)c1cnn(C(C)C)c1
64	9	O=C(Nc1ccc(-c2nc3ccccc3o2)cc1)C1CCCN1C(=O)C1CC1 (stereo not given)
65	-4	COc1cccc(C(=O)Nc2nc(-c3nnn(-c4cc(C)ccc4C)c3C)ns2)c1
66	5	Cc1[nH]nc2c1C(c1ccccc1OCc1ccccc1Cl)C(C#N)C(=N)O2 (stereo not given)
67	-6	CN(C)CCOc1ccccc1/C=N\N1CCN(C2Cc3ccccc3Sc3ccc(Cl)cc32)CC1 (stereo not given)
68	-2	O=C(CN1C(=O)COc2ccc(S(=O)(=O)N3CCOCC3)cc21)N1CCN(c2cccc(Cl)c2)CC1
69	0	Cc1ccc(/C=C2\Sc3ccccc3C2=O)s1
70	8	O=S(=O)(Cc1ccc(F)cc1)NCc1ccc(Cl)cc1
71	-6	O=C(NCCN1CCOCC1)c1cc(-c2ccccc2)on1
72	-1	O/N=C/c1cccn1-c1ccc(I)cc1
73	6	Nc1scc2c1c(=O)oc1ccc3ccccc3c12
74	-2	COc1ccc(-c2noc(CSc3nnc(-c4ccncc4)n3-c3ccc(C)cc3)n2)cc1OC
75	8	Clc1ccc2scc(CN3CCCCC3)c2c1
76	0	O/N=C(\C(=N/O)c1ccoc1)c1ccoc1
77	2	COc1cc2c(=O)n(CCC(=O)NCC3CCCO3)c(=O)n(CC(=O)Nc3ccccc3C)c2cc1OC (stereo not given)
78	-7	NC(=O)Nc1cccc(NC(=O)/C=C\C(=O)O)c1
79	2	O=S(=O)(c1ccc(C23CC4CC(CC(C4)C2)C3)cc1)N1CCOCC1
80	-2	O=C1CC(c2ccc(Cl)cc2Cl)=NO1
81	3	COc1ccc(CN2CCC(C)CC2)c(OCC(O)CN2CCN(C)CC2)c1 (stereo not given)
82	6	CCCNS(=O)(=O)c1ccc(CCC)cc1
83	9	COc1ccc(SC/C(N)=N\O)cc1OC
84	-2	Cn1cc(Br)c(C(=O)N2CCc3ccccc32)n1
85	2	COc1ccc(S(=O)(=O)Nc2cccc(-c3ccc(N4CCCCCC4)nn3)c2)cc1OC
86	-6	CC(=O)Nc1cc(S(=O)(=O)C(F)(F)F)ccc1Cl
87	-2	CC(C)CC(C)NC(=O)c1ccc(Br)cc1Br (stereo not given)
88	6	CCc1cccc(NC(=O)c2cc(S(=O)(=O)N3CCCCCC3)cn2C)c1
89	-8	COc1ccc(C(=O)NC2CC2)c(OC2CCN(Cc3ccncc3)CC2)c1
90	-9	C=CCN(CC(=O)Nc1c(C)cccc1CC)C(=O)SCCC

More compounds follow.
cpd	RBX1-CUL1 inh	structure
91	4	COc1cccc(-c2ccc3c(N)c(C(=O)Nc4cc(F)ccc4F)sc3n2)c1
92	-2	O=C(NN1C(=O)CCC1=O)c1ccco1
93	13	CCOc1ccc([C@@H]2C[C@H]3CN(Cc4cccc(Cl)c4)C(=O)[C@]34CCCN24)cc1
94	5	COc1ccc(-c2cc(C(F)(F)F)n3nc(C(=O)N4C(C)CCCC4C)cc3n2)cc1 (stereo not given)
95	6	Cc1ccc2nc(-c3ccc(C)c(NC(=O)Cc4ccccc4)c3)oc2c1
96	8	CCC1CCCCN1C(=O)c1coc(COc2cccc(F)c2F)n1 (stereo not given)
97	-6	CC(=O)/C(N)=N/Nc1cccc(Cl)c1
98	-9	CC(=O)N(C)c1ccc(-c2cccc(-c3ccn(CC(C)(C)O)n3)c2)cc1
99	-12	COc1ccc(CN2C(=O)C(NC(=O)c3ccccc3OC)(C(F)(F)F)N=C2c2ccccc2)cc1 (stereo not given)
100	-2	CCC(OC(=O)CNC(=O)c1ccc(N2C(=O)c3ccccc3C2=O)cc1)C(=O)c1ccccc1 (stereo not given)
101	5	CCOC(=O)C1(Cc2ccccc2Cl)CCN(C(=O)C2=C(C)OCCO2)CC1
102	8	O=C(Nc1ccccc1F)c1ccc(C2CCCN2Cc2cccnc2)s1 (stereo not given)
103	5	CCc1nn(-c2ccccc2)c2nc(-c3cccc(OC)c3)c3cc(OC)c(OC)cc3c12
104	5	O=C(CSc1nc2sc3c(c2c(=O)n1-c1cccc2ccccc12)CCCC3)Nc1ccc(Br)cc1
105	3	COc1ccc(S(=O)(=O)N2CCC(C(N)=O)(N3CCCCC3)CC2)cc1
106	-1	COc1cccc(NC(=O)c2oc3ccccc3c2NC(=O)c2ccc(C(F)(F)F)cc2)c1
107	-7	CCNC(=O)C1CCCN(c2ncnc3onc(C)c23)C1 (stereo not given)
108	-3	CCCN1CCC(NC(=O)C(C)Oc2cccc(Cl)c2)CC1 (stereo not given)
109	-8	CCOC(=O)c1ccc(N2C(=O)c3[nH]nc(-c4ccc(C)cc4)c3C2c2ccc(O)cc2)cc1 (stereo not given)
110	0	Cc1oc(-c2cccc(Br)c2)nc1CSc1nc2ncccc2[nH]1
111	7	Cc1cc(-c2[nH]nc3c2C(c2cccc(C(F)(F)F)c2)C(C#N)C(=N)O3)c(C)s1 (stereo not given)
112	4	COc1ccc(OC)c(NC(=O)C(C)Oc2ccccc2C)c1 (stereo not given)
113	-3	Cc1cccc(C)c1Oc1ncccc1CNC(=O)c1ccoc1
114	11	COC(=O)c1ccc(NC(=O)c2c(-c3ccccc3)c(-c3ccccc3)nn(C)c2=O)cc1
115	8	CCc1ccc2cc(-c3ccccc3)cn2c1
116	-9	Cc1ccc(-c2cc(C(=O)O)c3ccccc3n2)c(C)c1
117	0	COc1ccc(OC)c(-c2cc(C(=O)N/N=C/C=C/c3ccco3)c3ccccc3n2)c1
118	-6	COc1cccc(CSc2nc3ccncc3n2CC(=O)Nc2ccc(OC)c(OC)c2OC)c1
119	6	O=C1C(=O)N(CCCn2ccnc2)C(c2ccccc2)C1C(=O)c1cc2ccccc2o1 (stereo not given)
120	6	CC(=O)c1cc(C(=O)N(CCc2ccccc2)CC2CCCN(C)C2)cs1 (stereo not given)
121	-5	COC(=O)C1CCCCN1C(=O)c1c(OC)cc(=O)n2c1CCN(Cc1ccccc1Cl)CC2 (stereo not given)

Among those listed so far, these have a thiophene ring, fused or not:
cpd	RBX1-CUL1 inh	structure
7	-2	COC(=O)c1c(-c2ccc(C)cc2)csc1NC(=O)c1cccs1
9	-4	Cc1ccc(-c2cc(-c3ccccc3)c3c(N)c(C(=O)Nc4cccc(C(F)(F)F)c4)sc3n2)cc1
18	0	Cc1nc2c(sc3nc4c(cc32)COC(C)(C)C4)c(=O)n1CCc1ccccc1
26	-1	CSc1sc(C(=O)O)c(C)c1C(C)=O
29	7	CCOc1ccc(-c2[nH]nc3c2C(c2sccc2C)C(C#N)C(=N)O3)cc1 (stereo not given)
33	18	COC(=O)c1csc(Br)c1-c1c(C(=O)OC)csc1Br
46	-4	CCCCCOC(=O)CSc1nc2sc3c(c2c(=O)n1-c1ccccc1)CC(C)(CC)OC3 (stereo not given)
52	1	COc1ccc(C(=O)CC(c2cccs2)S(=O)(=O)c2ccc(C)cc2)cc1 (stereo not given)
57	10	Cc1ccc(-c2c(C)sc(NC(=O)c3ccnn3C)c2C(N)=O)cc1C
69	0	Cc1ccc(/C=C2\Sc3ccccc3C2=O)s1
73	6	Nc1scc2c1c(=O)oc1ccc3ccccc3c12
75	8	Clc1ccc2scc(CN3CCCCC3)c2c1
91	4	COc1cccc(-c2ccc3c(N)c(C(=O)Nc4cc(F)ccc4F)sc3n2)c1
102	8	O=C(Nc1ccccc1F)c1ccc(C2CCCN2Cc2cccnc2)s1 (stereo not given)
104	5	O=C(CSc1nc2sc3c(c2c(=O)n1-c1cccc2ccccc12)CCCC3)Nc1ccc(Br)cc1
111	7	Cc1cc(-c2[nH]nc3c2C(c2cccc(C(F)(F)F)c2)C(C#N)C(=N)O3)c(C)s1 (stereo not given)
120	6	CC(=O)c1cc(C(=O)N(CCc2ccccc2)CC2CCCN(C)C2)cs1 (stereo not given)
